High-throughput results as filed in PubChem.
MLLE-PAM2 inh – inhibitors of microRNA-mediated deadenylation, human PABP1 MLLE binding | hit rate 0.36% among 360,000 | AID 588489 | GST-MLLE / FITC-PAM2 fluorescence polarization | P11940 | inhibition, % at 20 µM; in the data active = inhibition above about 35%, passing the limit was not always enough;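 note: plate controls were DMSO wells with GST-MLLE for no effect and wells lacking GST-MLLE protein for full effect; some results filed as inactive read as strong as hits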
LMPTP block – LMPTP (human) inhibition; P24666; inhibition, % at 20 µM; hit rate 0.22% among 360,000; recombinant LMPTP-A, OMFP fluorogenic substrate, fluorescence intensity;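 active = compounds that cut the enzyme signal by at least half of the control window in the single-dose screen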;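 note: plate controls were DMSO wells with enzyme plus substrate for no effect and substrate without enzyme for full effect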
Target sequence (P24666 whole entry, looked up): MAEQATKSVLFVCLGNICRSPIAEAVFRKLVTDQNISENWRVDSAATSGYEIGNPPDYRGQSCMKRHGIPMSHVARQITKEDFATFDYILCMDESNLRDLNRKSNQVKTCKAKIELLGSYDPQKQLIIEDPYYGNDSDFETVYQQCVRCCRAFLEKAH
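material = LMPTP-A | quantity = 0.625 nM enzyme | reagent = OMFP substrate, 400 µM final | buffer or medium = Bis-Tris pH 6.0, DTT, detergent | detection = endpoint fluorescence intensity from OMFP dephosphorylation | dosing = single 20 µM dose | read-out basis = % inhibition relative to no-enzyme and uninhibited control wells | control set = no-enzyme and uninhibited controls | timing = 50 min at room temperature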
Scp1 inh – inhibitors of human Scp-1 phosphatase. inhibition, % at 20 µM. hit rate 0.88% among 340,000. AID 493091. Recombinant Scp1, phosphopeptide, malachite green phosphate absorbance;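 active = inhibition above about 50% at 20 µM, limit read from the data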;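 note: plate controls were DMSO wells with enzyme for no effect and wells lacking enzyme for full effect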
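Material – SCP-1 phosphatase catalytic domain, residues 76-261 · Buffer or medium – Acidic Tris acetate buffer with magnesium and detergent · Also added – Phospho 17-mer peptide substrate · Compound – single 20 µM dose, 1% DMSO · Times – 45 min room-temperature reaction, 5 min colour, 30 min stabiliser · Technique – Phosphate-binding colour reagent, absorbance read at 630 nm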
Tb MetRS inh – blocks T. brucei methionyl-tRNA synthetase activity; purified T. brucei MetRS, ATP depletion, Kinase-Glo luminescence; inhibition, % at 11.9 µM; hit rate 0.4% among 360,000; AID 624268;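 active = inhibition above a per-plate cutoff of the control wells' mean inhibition plus 3 SD, cut at about 5.5% in these data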;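 note: 0% = DMSO wells median and 100% = median of wells with control inhibitor compound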
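System: purified T. brucei MetRS enzyme / Detection: Kinase-Glo luciferase luminescence reporting remaining unconsumed ATP / Medium: HEPES buffer with MgCl2, KCl, DTT, spermine, BSA, pyrophosphatase / Replication: singlicate, one well per compound / Evaluation: percent inhibition relative to median high and low control wells / Schedule: 2 h aminoacylation at 25 °C after 15 min preincubation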
DNMT1 inh – inhibitors of human DNMT1 | P26358 | DNMT1 molecular beacon, Hinp1I cleavage, fluorescence | hit rate 0.83% among 360,000 | inhibition (reported as % activation of signal), % at 10 µM; in the data active = inhibition above about 50%
STEP inh – STEP (human) phosphatase inhibition; P54829; recombinant STEP, OMFP fluorogenic substrate, fluorescence; inhibition, % at 20 µM; hit rate 0.25% among 360,000; AID 588621;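 active = inhibition at 20 µM, scaled per plate between control wells, above about 37%, limit read from the data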;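 note: 0% = DMSO with enzyme and substrate and 100% = substrate only without enzyme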
Target sequence (P54829 whole entry, looked up): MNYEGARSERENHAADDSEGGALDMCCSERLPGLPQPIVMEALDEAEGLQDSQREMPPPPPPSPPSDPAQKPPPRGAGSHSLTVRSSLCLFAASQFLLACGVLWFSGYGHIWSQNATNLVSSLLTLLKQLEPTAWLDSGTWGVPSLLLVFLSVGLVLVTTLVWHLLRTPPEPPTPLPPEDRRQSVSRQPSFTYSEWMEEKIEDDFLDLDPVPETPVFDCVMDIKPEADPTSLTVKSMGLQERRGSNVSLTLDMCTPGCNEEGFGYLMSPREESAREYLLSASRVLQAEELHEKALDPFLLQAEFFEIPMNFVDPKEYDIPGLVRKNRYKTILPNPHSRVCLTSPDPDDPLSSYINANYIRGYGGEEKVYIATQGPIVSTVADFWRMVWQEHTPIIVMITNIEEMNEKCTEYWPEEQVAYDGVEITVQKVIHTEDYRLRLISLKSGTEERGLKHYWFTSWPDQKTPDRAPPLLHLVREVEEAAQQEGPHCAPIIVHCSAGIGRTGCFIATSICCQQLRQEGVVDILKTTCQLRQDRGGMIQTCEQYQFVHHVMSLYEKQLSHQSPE
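System: STEP phosphatase, cell-free reaction; Buffer or medium: Bis-Tris pH 6.0 buffer with DTT, detergent; Incubation: 20 min at room temperature, dark; Measured by: fluorescence, 480/540 nm.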
NadD block – NadD (S. aureus) enzyme inhibition; purified NadD enzyme, colorimetric absorbance read-out; inhibition, % at 20 µM; hit rate 0.78% among 360,000; AID 602399; in the data active = inhibition above about 26%; note: some compounds past the cut are filed as inactive
CSN deneddyl inh – blocks human CSN-mediated cullin deneddylation | inhibition, % at 12.5 µM | Q92905 | hit rate 0.38% among 360,000 | Purified CSN, SCF-Nedd8-OG deneddylation, fluorescence polarization;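 active = pattern-corrected inhibition above about 35%, with an unprinted fluorescence ratio check between 0.5 and 1.5, limit read from the data, passing the limit was not always enough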;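 note: 0% = enzyme with substrate and 100% = substrate without enzyme; some results filed as inactive read as strong as hits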
Target sequence (Q92905 whole entry, looked up, one chain of several): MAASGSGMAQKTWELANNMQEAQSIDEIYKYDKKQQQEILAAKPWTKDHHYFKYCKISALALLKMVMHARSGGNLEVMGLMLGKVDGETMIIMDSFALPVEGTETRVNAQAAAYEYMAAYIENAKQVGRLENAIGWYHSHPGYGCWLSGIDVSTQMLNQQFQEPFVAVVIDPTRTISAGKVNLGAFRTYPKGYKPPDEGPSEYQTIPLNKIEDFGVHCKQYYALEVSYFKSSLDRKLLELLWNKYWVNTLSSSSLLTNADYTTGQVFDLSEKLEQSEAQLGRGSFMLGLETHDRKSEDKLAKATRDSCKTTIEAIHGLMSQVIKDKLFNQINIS
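Assay system: purified human Csn5 enzyme expressed in HEK293T cells; measure: % inhibition; also added: SCFSkp2-Nedd8OG substrate at 10 nM final; technique: fluorescence polarization; times: reaction 90 min, room temperature; medium: Tris buffer pH 7.5, NaCl, DTT, Tween-20, trehalose, ovalbumin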
SUMO1 PPI mod – SUMO1-SIM interaction modulation; hit rate 0.33% among 360,000; P63165; inhibition, % at 20 µM; SUMO1 binding to a labelled peptide, TR-FRET, 1 h; in the data active = inhibition above about 37%
Rpn11 inh – Rpn11 (human) deubiquitinase inhibition | calls only at 20 µM | human 26S proteasome, Ub4-pepOG fluorescence polarization; 20S core pre-blocked with epoxomicin | AID 588493 | hit rate 0.59% among 360,000 | O00487;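 active = inhibition at 20 µM, scaled to each plate's controls, above about 33%, limit read from the data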
* hit, by the source's call; i = inactive; x = not tested or not shown; + = active, no number.

Structure	MLLE-PAM2 inh	LMPTP block	Scp1 inh	Tb MetRS inh	DNMT1 inh	STEP inh	NadD block	CSN deneddyl inh	SUMO1 PPI mod	Rpn11 inh
CCOc1ccc2nc(N3CCC(C(=O)N4CCC5(CC4)OCCO5)CC3)sc2c1	-4.8	0.2	4.5	-0.8	2.0	-1.3	3.3	-1.0	2.4	i
Cc1ccc2c(c1)N(C(=O)CCC(=O)N1CCC3(CC1)OCCO3)CCO2	-6.1	-0.7	-4.3	-0.1	0.9	1.0	-0.4	-0.8	3.7	i
O=c1[nH]c2ccccc2n1C1CCN(C(c2ccnc3ccccc23)c2nnnn2-c2ccc3c(c2)OCCO3)CC1 (stereo not given)	12.9	6.8	x	0.6	-13.2	-0.5	7.0	-0.3	7.4	i
CCOc1ccccc1N=C1SCCCN1C	-105.2	0.1	54.7*	0.5	1.7	0.5	10.4	-3.2	-1.0	i
COC(=O)c1ccc(N2CCN(C)CC2)c([N+](=O)[O-])c1	-12.9	-0.2	-7.2	-0.3	1.5	2.5	-4.3	-1.3	-24.1	i
O=c1[nH]c(=S)n(-c2ccc(F)cc2)c(O)c1/C=N/N1CCOCC1	-4.3	-2.7	-10.7	-0.1	-2.1	0.6	3.2	1.8	0.5	i
O=C(CN1CCN(Cc2cccc(Cl)c2)C1=O)N1CCC2(CC1)OCCO2	10.4	-0.8	1.1	-0.9	0.7	-2.6	-0.5	-1.9	0.7	i
CN1CCCC1C(O)(c1ccccc1)c1ccccc1 (stereo not given)	-0.6	-1.1	-6.1	-0.9	7.2	15.1	-3.6	2.5	-6.7	i
O=C(O)C12C3CCCC1C32c1ccccc1 (stereo not given)	6.3	-1.3	-4.7	0.1	3.0	-6.9	-1.8	-1.2	-1.9	i
COc1ccc(C2=NS(=O)(=O)N(C)C(C(=O)N3CCC4(CC3)OCCO4)=C2)cc1OC	4.9	-1.1	-11.0	0.4	-0.5	1.9	-1.1	3.1	-24.8	i
FC(F)(F)C1=NC(C(F)(F)F)=NP(N2CCOCC2)(N2CCOCC2)=N1	3.4	-2.4	-19.9	-0.4	-0.9	2.2	-0.4	-8.8	2.4	i
c1ccc([C@@H]2CO2)cc1	18.1	-1.7	-3.8	-1.3	-1.5	-0.2	2.1	-0.5	-1.4	i
OC(Cc1ccccc1)(c1ccccc1)C1CN2CCC1CC2 (stereo not given)	0.3	-0.4	-8.3	0.1	-0.8	4.8	-11.2	1.6	-2.1	i
OCCOc1ccccc1	5.1	-0.7	-10.0	-2.0	-3.5	-2.4	-4.5	1.9	3.8	i
COC(=O)C1=C(c2ccc(OCc3ccccc3)cc2)C[C@@H]2CC[C@H]1N2C(=O)NCCN1CCOCC1	5.0	-0.7	4.4	-0.7	-0.4	-1.9	-0.4	-8.2	-5.5	i
CCN1C[C@]2(COC)CC[C@H](O)[C@@]34C5C[C@@H]6[C@@H](OC)C[C@@](O)(C5[C@H]6O)[C@](O)([C@@H](OC)C23)[C@@H]14 (stereo not given in full)	-14.1	-2.3	4.1	2.1	-4.0	0.1	8.2	3.3	-0.6	i
CCOc1cc2c(cc1OCC)-n1cccc1C(c1ccccc1OC)NC2 (stereo not given)	-5.9	-0.1	-6.5	-1.1	1.3	-0.7	-6.6	-0.7	-0.6	i
CSCCC(c1nnnn1-c1ccc2c(c1)OCCO2)N1CCC(n2c(=O)[nH]c3ccccc32)CC1 (stereo not given)	14.4	3.2	x	-0.5	-3.8	3.3	3.1	2.3	7.0	i
CCOc1ccc(C=C2C(=O)NC(=S)NC2=O)cc1OCC	19.4	0.5	5.3	0.4	-4.2	-2.3	3.5	6.7	0.2	i
CCNC(=O)[C@H]1O[C@@H](n2cnc3c(N)ncnc32)[C@H](O)[C@@H]1O	-3.2	-0.2	-6.3	-0.4	0.5	-0.9	-0.1	1.1	-1.0	i
CC(C)C12CN3CC(C(C)C)(CN(C1)C3c1cccnc1)C2=O (stereo not given)	0.3	-1.4	8.5	-0.3	0.1	3.5	1.6	-7.4	2.6	i
COc1ccc(OC)c(N=Cc2c(O)n(Cc3ccccc3)c(=S)[nH]c2=O)c1	-30.0	-2.0	-7.2	-0.4	6.9	-3.0	10.1	13.8	-9.4	i
O=c1[nH]c(=O)n(Cc2ccco2)c(O)c1C=NCCN1CCNCC1	-14.3	-2.1	-14.2	0.6	0.2	1.2	-3.5	-4.9	3.3	i
CCCCn1c(O)c(C(CC)=NCCN2CCOCC2)c(=O)[nH]c1=O	-1.5	-3.6	2.9	-1.9	5.0	-0.6	-2.1	-1.4	-1.8	i
ClCCN(CCCl)c1ccc(C=Cc2ccncn2)cc1	-71.3	3.8	7.5	0.5	-1.7	-3.6	9.4	14.6	-54.6	x
Cc1cccc(-n2c(C)nc3ccccc3c2=O)n1	2.5	-1.6	-7.6	-0.1	3.0	0.0	-3.4	2.2	-2.1	i
CC(C)c1ccc(N2C(=O)CC(=O)NC2=O)cc1	-47.3	-0.1	-1.6	-0.4	-3.8	-1.6	-5.4	6.6	3.4	+
CCOC(=O)[C@]12Cc3c(cc(OC)c(OC)c3OC)[C@H]1N(C)C(=O)c1ccccc12	x	-0.4	x	0.1	x	x	-1.0	-9.9	5.6	x
O=C1NC(=S)NC(=O)C1Cc1ccccc1	-91.3	-1.8	2.2	-0.5	-6.7	-1.7	-3.5	0.9	4.9	i
CCN(CC)P(=O)(c1nccn1C)N(CC)CC	8.8	1.1	-3.6	-0.4	1.4	-2.0	-5.3	-8.0	-2.3	i
COC(=O)C1=C(c2c(C)noc2C)C[C@@H]2CC[C@H]1N2C(=O)N1CCc2cc(OC)c(OC)cc2C1	2.4	-0.4	-5.2	-0.1	-1.1	-2.6	-0.8	-3.3	11.9	i
Nc1nc(SCCC(F)=C(F)F)n[nH]1	15.7	2.1	-2.0	-0.9	3.0	-1.8	0.0	-3.7	-0.9	i
CCN(CC)C(=O)c1ccc(NC(=S)NC(=O)CCc2ccccc2)cc1	21.1	-0.3	-10.5	-0.4	0.5	2.3	-1.0	1.5	-4.5	i
COC(=O)C1=C(c2ccc(F)cc2OCc2ccccc2)C[C@@H]2CC[C@H]1N2C(=O)N1CCC(C)CC1	12.3	3.1	-5.2	-0.6	-0.1	-0.8	0.2	-2.7	-2.6	i
CC1CN1P(=O)(Oc1ccccc1)N1CC1C (stereo not given)	-4.3	-0.9	-3.9	-0.2	1.0	1.7	-1.7	-6.5	-2.9	i
Cn1c(O)c(C=NCCN2CCNCC2)c(=O)n(C)c1=O	7.2	-9.1	-5.5	-1.1	-0.4	-2.8	-1.5	2.5	-2.2	i
CC(C)n1c(=O)c(C=Nc2ccc(F)cc2)c(O)n(Cc2ccco2)c1=O	-1.0	0.0	-5.1	2.5	-2.8	0.6	-3.1	6.0	2.7	i
O=C(Cc1ccc(Br)cc1)N1CCN(Cc2ccccc2)CC1	5.7	0.7	-3.3	-0.6	9.8	-2.5	-5.6	2.0	0.9	i
O=C1NC(=S)NC(=O)C1c1ccccc1	-76.4	2.0	-3.8	0.1	1.9	3.5	2.2	-3.9	-6.6	i
COc1ccc2oc3c(c2c1)NC(=O)CN=C3c1ccccc1	-9.3	-0.1	-11.8	0.8	-2.5	0.4	-7.2	3.0	-10.1	i
c1ccc(CCc2ccc3n2Cc2cnnn2-c2ccccc2-3)cc1	7.1	5.2	-16.6	1.1	-3.0	1.7	0.9	5.8	0.8	i
CN1C(=O)/C(=C\c2ccc(N3CCCCC3)o2)C(=O)NC1=S	-156.1	20.3	1.9	-0.6	9.3	2.0	-2.1	172.0	-140.4	x
c1cc2c(cc1[C@H]1OCC3C1CO[C@@H]3c1ccc3c(c1)OCO3)OCO2 (stereo not given in full)	-4.8	1.9	-15.7	0.9	12.5	0.5	-5.1	-0.3	0.1	i
N#CC1c2ccccc2-n2nncc2CN1Cc1cc(Cl)cc(Cl)c1 (stereo not given)	19.2	1.8	-4.2	1.4	-1.6	0.3	3.9	4.5	4.3	i
O=P(Nc1ccccc1Cl)(c1ccccc1)c1nc2c(s1)CCCC2 (stereo not given)	7.8	-0.2	-6.1	-0.5	2.6	2.0	-1.5	1.8	-2.5	i
S=P(N1CCCCCC1)(N1CC1)N1CC1	14.8	-0.7	-18.1	-0.2	0.4	-1.6	-2.4	-1.2	-2.0	i
O=C1CCN(C(=O)C(Cl)Cl)N1	9.8	-4.7	2.9	-0.6	-0.3	-3.4	0.0	-6.4	-1.7	i
COc1ccc(CNCC(=O)N2CCC3(CC2)OCCO3)cc1	-5.5	-2.7	-6.6	-0.6	2.6	-1.3	0.4	2.5	-0.3	i
COc1cc(OC)cc(-n2nc(C(=O)N3CCC4(CC3)OCCO4)c3ccccc3c2=O)c1	8.1	-1.0	-7.6	-1.3	3.7	-0.5	0.5	5.1	-2.5	i
C1=NCCc2c1[nH]c1ccccc21	-1.5	-2.3	0.1	0.6	-0.9	-2.1	-4.1	-1.6	-58.9	i
CN1CCN(C(=O)Cc2ccccc2)CC1	2.6	-1.4	-3.8	-0.5	-0.1	-0.3	-1.0	-1.6	-1.1	i
CC(C)C[C@H](NC(=O)[C@@H]1CCCN1C(=O)[C@@H](N)Cc1ccc(O)cc1)C(=O)NCC(N)=O	-0.7	0.1	-8.8	-1.1	0.6	-0.5	0.3	1.8	-3.9	i

Random excerpt: three entries already listed.
Structure	MLLE-PAM2 inh	LMPTP block	Scp1 inh	Tb MetRS inh	DNMT1 inh	STEP inh	NadD block	CSN deneddyl inh	SUMO1 PPI mod	Rpn11 inh
COc1cc(OC)cc(-n2nc(C(=O)N3CCC4(CC3)OCCO4)c3ccccc3c2=O)c1	8.1	-1.0	-7.6	-1.3	3.7	-0.5	0.5	5.1	-2.5	i
COc1ccc(CNCC(=O)N2CCC3(CC2)OCCO3)cc1	-5.5	-2.7	-6.6	-0.6	2.6	-1.3	0.4	2.5	-0.3	i
C1=NCCc2c1[nH]c1ccccc21	-1.5	-2.3	0.1	0.6	-0.9	-2.1	-4.1	-1.6	-58.9	i

Some of the compounds tested; count on the stated rates, not on these rows.
